# Bioassay records (PubChem BioAssay)
# GCN5L2 inh: GCN5L2 (KAT2A) acetyltransferase inhibition; Q92830; GCN5L2 HAT assay, ThioGlo1 CoA-SH fluorescence; Potency, µM (top dose mostly 58.9 µM), for the others: top-dose activity change, negative = inhibition, most hits filed as inhibitors; 390,000 tested, 0.21% active; AID 504327
#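 Enzyme at 20nM final was mixed with library compounds for 15 min at room temperature. Peptide H3(1-25) at 75uM, acetyl-CoA at 70uM and ThioGlo1 at 50uM were then added. Plates were read immediately and after 20 min (Ex340nm/Em540nm).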
# FEN1 inh: human FEN1 inhibition; P39748; Recombinant FEN1 flap cleavage, fluorescence, 15 min; Potency, µM (highest dose often 114 µM), for inactives: at the top dose activity change, negative = inhibition, most hits filed as inhibitors; 390,000 tested, 0.35% active; AID 588795; note: nearly all actives have a fitted effect of over 65% in size
# Target sequence (P39748 whole entry, looked up): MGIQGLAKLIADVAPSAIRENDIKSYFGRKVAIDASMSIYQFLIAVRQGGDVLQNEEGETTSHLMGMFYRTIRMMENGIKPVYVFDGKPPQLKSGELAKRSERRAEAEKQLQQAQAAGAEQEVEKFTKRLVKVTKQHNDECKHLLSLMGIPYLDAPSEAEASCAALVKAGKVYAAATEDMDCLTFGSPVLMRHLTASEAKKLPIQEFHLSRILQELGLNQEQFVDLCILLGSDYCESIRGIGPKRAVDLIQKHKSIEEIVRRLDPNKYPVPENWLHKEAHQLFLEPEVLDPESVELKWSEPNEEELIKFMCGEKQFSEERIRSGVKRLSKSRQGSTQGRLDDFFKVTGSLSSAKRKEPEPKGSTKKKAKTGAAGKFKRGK
#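 Read-out was taken twice, immediately and after 15 min, following addition of 50 nM substrate to 10 nM FEN1 that had sat with test compound for 15 min at room temperature. Curves came from a four-parameter Hill model.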
# N370S GC: inhibitors or activators of N370S glucocerebrosidase for Gaucher disease; P04062; N370S GC spleen homogenate, 4MU-glucoside fluorescence; Potency, µM (top dose mostly 59.4 µM), inactives show top-dose activity change, negative = inhibition, hits mostly inhibitors; 330,000 tested, 0.092% active;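 note: 0% = full enzyme activity and -100% = no enzyme basal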
# An asterisk follows results filed as active; ? = inconclusive; nt = no result given; & = joins results of further samples; ! = not active in a repeat; [ ] = remark or other dose. Calls come from the whole dose curve; as a rule, active = well fitted curve in the direction sought with a large enough effect; inconclusive = small, poorly fitted or top-dose-only effect, or another doubt; inactive = no such curve, though single readings can be large; an effect the other way counts as inactive or inconclusive. Unless noted, % is set by controls: 0 for no effect and ±100 for the full control effect; potency is the fitted concentration of half-maximal effect. Not all compounds are listed; the hit share may differ from the screen's.
# The line under a structure holds: GCN5L2 inh, FEN1 inh, N370S GC
> CCc1ccc(NC(=O)C2CCN(S(=O)(=O)c3ccc4c(c3)CC(C)N4C(C)=O)CC2)cc1 (stereo not drawn)
  -9%, -4%, -4%
> O=C(COC(=O)c1ccco1)Nc1ccc(N2CCOCC2)cc1
  -19%, 3%, 5%
> O=C(Cc1cccs1)Nc1ccc(-c2nnc(-c3ccco3)o2)cc1
  -10%, 1%, 0%
> Cn1cccc1C(=O)OCC(=O)NCc1ccc2c(c1)OCO2
  -5%, -5%, nt
> CCOC(=O)c1ccc(S(=O)(=O)N2CCN(CC(O)COc3ccc(C#N)cc3)CC2)cc1 (stereo not drawn)
  -16%, -1%, -11%
> CCN(CC(=O)Nc1ccc(OC)cc1)C(=O)c1ccc(NS(=O)(=O)c2ccc(C(C)=O)cc2)cc1
  -31%, 12%, 0%
> CC1(C)Cc2c(cnn2-c2ccccc2)C(NC(=O)CCCN2CCCC2=O)C1 (stereo not drawn)
  -2%, 5%, -4%
> Cc1ccc(NCCNc2ccc(C)cc2)cc1
  -8%, -18%, 7%
> COc1ccc(CCNC(=O)C(=O)NCc2ccccc2)cc1OC
  -4%, 7%, -2%
> O=C(CCn1c(=O)oc2ccccc21)N1CCN(c2ccccc2Cl)CC1
  -8%, -11%, -1%
> Cc1cc(NC(=O)CC23CC4CC(C2)CC(CC(=O)Nc2cc(C)on2)(C4)C3)no1
  0%, -6%, 0%
> COc1ccccc1NC(=O)CCSc1nnnn1C
  1%, 5%, -4%
> Cc1nn(Cc2c(F)c(F)c(F)c(F)c2F)c(C)c1NC(=O)c1nn(C)cc1[N+](=O)[O-]
  1%, -5%, ?
> Cc1ccc(NC(=O)COC(=O)c2ccc(-n3cnnn3)cc2)c(Br)c1
  -5%, -1%, nt
> COc1ccccc1CNc1nc(C)c(C(C)=O)s1
  0%, 2%, -1%
> CC(C)(C)OC(=O)C[C@H]1C/C=C\C[C@@H](CC(=O)NCCO)C(=O)N[C@H](Cc2ccccc2)COC1=O
  2%, 14%, nt
> O=C(NC1CCCCC1)C1CCCN(S(=O)(=O)c2cccc3cccnc23)C1 (stereo not drawn)
  -3%, -3%, 3%
> N#Cc1ccc(N2CCCC2C(=O)O)c([N+](=O)[O-])c1 (stereo not drawn)
  -4%, -11%, 3%
> CCCC(=O)c1cc(F)c(N2CCN(C(=O)OCC)CC2)cc1C
  -2%, -5%, 3%
> CCCn1c(C2CCCN2c2nc(-c3ccc(C)cc3)cs2)nc2ccccc21 (stereo not drawn)
  -4%, -4%, -9%
> Cc1cc(N2CCN(c3ccc(F)cc3)CC2)nc2cc(O)ccc12
  -9%, -26%, -9%
> O=C(O)c1cccc(N2C(=O)c3cc([N+](=O)[O-])cc4cc([N+](=O)[O-])cc(c34)C2=O)c1
  ?, 20µM*, -4%
> O=C(NCCN1CCN(Cc2ccccc2)CC1)C1CC(=O)N(C2CCCC2)C1 (stereo not drawn)
  0%, -3%, 6%
> CCn1c(SCC(N)=O)nc2sc3c(c2c1=O)CCN(C)C3
  -4%, 4%, 5%
> COc1ccc(C(=O)Nc2ccc(N3CCN(Cc4ccccc4)CC3)cc2)cc1
  -1%, -3%, 1%
> O=C(/C=C/c1cccc(Cl)c1)Nc1ccncc1
  6%, 6%, -4%
> O=C(NCc1cccnc1)c1cn(-c2ccccc2)nc1-c1cccs1
  1%, -12%, -13%
> COc1ccc(CCNC(=O)COc2cc(C)cc3oc(=O)cc(C)c23)cc1OC
  -2%, 45%[activator], -1%
> COc1cccc(OCC(=O)Nc2ccccc2C(N)=O)c1
  -6%, 6%, 1%
> COc1ccc(NC(=O)c2c(F)c(F)c(F)c(F)c2F)cc1Cl
  -5%, 3%, 0%

# Two compounds picked at random from the list so far, as already listed:
# The line under a structure holds: GCN5L2 inh, FEN1 inh, N370S GC
> O=C(CCn1c(=O)oc2ccccc21)N1CCN(c2ccccc2Cl)CC1
  -8%, -11%, -1%
> CCn1c(SCC(N)=O)nc2sc3c(c2c1=O)CCN(C)C3
  -4%, 4%, 5%

# Next part:
# The line under a structure holds: GCN5L2 inh, FEN1 inh, N370S GC
> Cc1ccc(S(=O)(=O)CCc2nnc(NC(=O)c3ccccn3)s2)cc1
  9%, 1%, 12%
> O=C(OCCCC(=O)N1CCOCC1)c1ccccc1
  1%, -4%, -1%
> Cc1cc(NC(=O)CCSc2ccccc2)no1
  9%, 0%, -6%
> CC(C)CC(C(=O)O)N1C(=O)C2C3C=CC(C2C1=O)C1C(=O)N(C(CC(C)C)C(=O)O)C(=O)C31 (stereo not drawn)
  -1%, 6%, -9%
> COc1ccc(OC)c(Nc2nc(C3CC3)nc3c2nnn3Cc2ccccc2)c1
  -19%, -1%, 0%
> O=C(Nc1ccccc1)O/N=C(\c1ccccc1)c1ccccn1
  10%, -6%, 2%
> COc1ccc(C(=O)COc2ccc(NC(C)=O)cc2)cc1
  1%, 7%, 2%
> COc1ccc(S(=O)(=O)N2CCCCCC2)cc1N(C)S(=O)(=O)c1ccc(C)cc1
  -9%, -2%, 2%
> Cc1ccsc1C(=O)N1CC=C(c2ccccc2)CC1
  -23%, 16%, ?
> COc1ccc(-c2nc3scc(CCNS(=O)(=O)c4ccc5c(c4)OCCO5)n3n2)cc1OC
  0%, 16%, nt
> Cc1c(C(=O)Nc2cc(S(=O)(=O)N3CCOCC3)ccc2N2CCOCC2)oc2ccccc12
  -8%, 1%, 25%
> CC1=C(/C=C/C(C)=C/C=C/C(C)=C/C(=O)O)C(C)(C)CCC1
  32µM*!, -14%, -29%&-13%&3%&6%&-12%
> CCCOc1ccc(Cn2ccnc2)cc1[N+](=O)[O-]
  0%, -4%, -1%
> Cc1cc(C(=O)O)c(C)n1Cc1ccncc1
  1%, 3%, ?
> O=C(Cc1c(Cl)cccc1Cl)N1CCN(S(=O)(=O)c2cccs2)CC1
  1%, -11%, nt
> CN(C)C=Nc1nonc1-c1ncn[nH]1
  -3%, 3%, 7%
> Cc1ccc(NC(=S)NCCc2ccccc2)c(C)c1
  2%, -8%, 23%
> Cc1cccc(C(=O)Nc2ncc(CN3CCOCC3)s2)c1
  -3%, -2%, 5%
> CCOC(=O)C(CC)(CCC(=O)O)c1csc(Nc2ccc(C)cc2)n1 (stereo not drawn)
  3%, -2%, -10%
> O=C1CC/C=C\C[C@@H](CC(=O)N(CCO)Cc2ccccc2)C(=O)N[C@H](Cc2ccccc2)CO1
  -7%, 17%, nt
> CCOCCCNC(=O)C(c1ccc(C)cc1)N(Cc1ccc2c(c1)OCO2)C(=O)CNC(C)=O (stereo not drawn)
  0%, 0%, 6%
> Clc1ccc(-c2nnc(-c3ccccc3Cl)o2)cc1
  0%, ?, -5%
> CC1Cc2ccccc2N1C(=O)c1cc2sccc2n1Cc1ccccc1 (stereo not drawn)
  1%, -15%, 11%
> CN1CCN(C(=O)c2cnn3c(C(F)(F)F)cc(-c4cccs4)nc23)CC1
  -10%, 3%, -9%
> Cn1c(Cc2nc(-c3cnccn3)no2)nnc1SCC(=O)Nc1ccccc1
  -16%, -3%, ?
> S=C(NCCc1ccccc1)NC1CC2CCC(C1)N2Cc1ccccc1 (stereo not drawn)
  -6%, 8%, -21%
> CCC1(c2ccc(O)cc2)NC(=O)NC1=O (stereo not drawn)
  8%, nt, -2%
> CCOc1ccc(/C=C2\SC(=S)N(CCC(=O)N(CCO)c3ccccc3)C2=O)cc1
  -12%, -13%, 0%
> Cc1[nH]c2ccccc2c1/C=N/NC(=O)C1CC1(c1ccccc1)c1ccccc1 (stereo not drawn)
  -10%, -16%, ?
> CCS(=O)(=O)N1CCc2cc(C(=O)NC(C)c3ccccc3)ccc21 (stereo not drawn)
  -4%, 4%, nt
> COC(=O)CSc1nnc(-c2ccccc2O)n1-c1ccc(C)cc1
  -3%, 1%, 10%
> CC(=O)c1cc2c(cc1NC(=O)C1CN(C(C)=O)c3ccccc3O1)OCO2 (stereo not drawn)
  -3%, 10%, nt
> Cc1ccc(C(=O)NCC(=O)OC(C)C(=O)Nc2ccc(N(C)C)cc2)s1 (stereo not drawn)
  ?, 18%, -26%
> C[C@@H]1COC(=O)CCC/C=C\C[C@@H](CC(=O)N(CCO)Cc2ccccc2)C(=O)N1
  -2%, 3%, nt
> Cc1ccc(S(=O)(=O)Nc2nc3ccccc3nc2NCc2ccco2)cc1
  -4%, 7%, 5%
> COc1ccc(S(=O)(=O)N(CCc2ccccc2)CC(=O)O)cc1OC
  -2%, -17%, -7%
> O=C1NC(CCc2ccccc2)C(=O)N1Cc1ccccc1Cl (stereo not drawn)
  1%, -9%, -3%
> CCN(CC)CCN(C(=O)c1ccc2c(c1)CCCC2)c1nc2ccc(C)cc2s1
  -2%, -19%, -17%
> CCCOc1ccc(N2C(=O)CC(N3CCC(C(=O)OCC)CC3)C2=O)cc1 (stereo not drawn)
  -4%, -13%, 7%
> O=C(CCNS(=O)(=O)c1ccc(F)c(Cl)c1)NCc1ccccc1F
  -9%, -14%, nt
> Cc1ccccc1-c1nc(-c2cccnc2)no1
  1%, 0%, 6%
> Cn1c(N)c(C(=O)Nc2ccc(-c3ccccc3)cc2)sc1=S
  -21%, ?, 25%
> O=C(Nc1ccc(-n2ccc(C(F)(F)F)n2)cc1)Nc1cccc(Cl)c1
  -5%, nt, 1%
> COc1ccc(OCc2nc(N)nc(Nc3cccc(C)c3C)n2)cc1
  0%, 8%, 12%
> CC(Sc1nnnn1C)C(=O)NC1CCCC1 (stereo not drawn)
  -7%, 4%, nt
> O=C1CC(c2ccccc2)n2nc(NC(=O)c3cccnc3)nc2N1 (stereo not drawn)
  -4%, nt, -23%
> COc1ccc(N2CCN(C3CCCN(C(=O)CCN4CCCCO4)C3)CC2)cc1 (stereo not drawn)
  4%, -7%, 0%
> CN1CCN(c2ncc3ncc(=O)n(-c4ccccc4)c3n2)CC1
  -19%, nt, -27%
> O=C(Cn1cc(C(F)(F)F)ccc1=O)Nc1ccccc1
  -31%, 2%, -1%
> CCOC(=O)C1C(=O)C(C(=O)OCC)C(c2cccnc2)NC1c1cccnc1 (stereo not drawn)
  -7%, 7%, -11%

# In the list so far, these have an aryl methoxy group:
# The line under a structure holds: GCN5L2 inh, FEN1 inh, N370S GC
> CCN(CC(=O)Nc1ccc(OC)cc1)C(=O)c1ccc(NS(=O)(=O)c2ccc(C(C)=O)cc2)cc1
  -31%, 12%, 0%
> COc1ccc(CCNC(=O)C(=O)NCc2ccccc2)cc1OC
  -4%, 7%, -2%
> COc1ccccc1NC(=O)CCSc1nnnn1C
  1%, 5%, -4%
> COc1ccccc1CNc1nc(C)c(C(C)=O)s1
  0%, 2%, -1%
> COc1ccc(C(=O)Nc2ccc(N3CCN(Cc4ccccc4)CC3)cc2)cc1
  -1%, -3%, 1%
> COc1ccc(CCNC(=O)COc2cc(C)cc3oc(=O)cc(C)c23)cc1OC
  -2%, 45%[activator], -1%
> COc1cccc(OCC(=O)Nc2ccccc2C(N)=O)c1
  -6%, 6%, 1%
> COc1ccc(NC(=O)c2c(F)c(F)c(F)c(F)c2F)cc1Cl
  -5%, 3%, 0%
> COc1ccc(OC)c(Nc2nc(C3CC3)nc3c2nnn3Cc2ccccc2)c1
  -19%, -1%, 0%
> COc1ccc(C(=O)COc2ccc(NC(C)=O)cc2)cc1
  1%, 7%, 2%
> COc1ccc(S(=O)(=O)N2CCCCCC2)cc1N(C)S(=O)(=O)c1ccc(C)cc1
  -9%, -2%, 2%
> COc1ccc(-c2nc3scc(CCNS(=O)(=O)c4ccc5c(c4)OCCO5)n3n2)cc1OC
  0%, 16%, nt
> COc1ccc(S(=O)(=O)N(CCc2ccccc2)CC(=O)O)cc1OC
  -2%, -17%, -7%
> COc1ccc(OCc2nc(N)nc(Nc3cccc(C)c3C)n2)cc1
  0%, 8%, 12%
> COc1ccc(N2CCN(C3CCCN(C(=O)CCN4CCCCO4)C3)CC2)cc1 (stereo not drawn)
  4%, -7%, 0%
